TrxR1 substrate = rat thioredoxin reductase 1 substrate activity | AID 588456 | 0.01% of 390,000 active | O89049 | purified TrxR1 substrate turnover, NADPH consumption readout | Potency, µM (titrated, usually from 114 µM), without a hit: top-dose activity change, negative = substrate turnover; further: nearly all actives have a fitted effect of over 50% in size
Target sequence (O89049 whole entry, looked up): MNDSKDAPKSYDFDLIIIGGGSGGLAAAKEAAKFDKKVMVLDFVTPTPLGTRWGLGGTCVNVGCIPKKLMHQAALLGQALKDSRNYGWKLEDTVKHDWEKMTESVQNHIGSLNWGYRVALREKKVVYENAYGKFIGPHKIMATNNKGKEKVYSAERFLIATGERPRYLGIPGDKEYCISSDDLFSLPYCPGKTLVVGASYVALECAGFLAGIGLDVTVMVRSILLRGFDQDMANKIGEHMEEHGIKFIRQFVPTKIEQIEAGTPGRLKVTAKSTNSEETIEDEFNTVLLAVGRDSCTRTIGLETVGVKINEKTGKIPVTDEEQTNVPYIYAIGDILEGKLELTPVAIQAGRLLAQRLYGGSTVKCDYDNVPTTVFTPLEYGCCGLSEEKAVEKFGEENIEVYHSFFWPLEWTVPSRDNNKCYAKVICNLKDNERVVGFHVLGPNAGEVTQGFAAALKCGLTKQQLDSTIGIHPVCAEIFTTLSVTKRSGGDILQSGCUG
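Rat TrxR1, dispensed at 90 nM, was prereduced with 400 uM NADPH (final) for 5 min at ~22 deg C, then incubated with compound 15 min before 400 uM selenite. A first-read NADPH fluorescence drop versus no-compound background flagged substrates.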
rTrxR1 inhibitor = inhibitors of rat thioredoxin reductase 1; O89049; recombinant rTrxR1, NADPH fluorescence consumption, selenite substrate; Potency, µM (titrated, usually from 114 µM), inactives show at the top dose activity change, negative = inhibition, usual class: inhibitors; 1% of 390,000 active; AID 588453; further: nearly all actives have a fitted effect of over 65% in size
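Rat TrxR1 (90 nM in the dispensed reagent) was pre-reduced with 400 uM NADPH for 5 min at room temperature, then incubated with compound for 15 min. After 400 uM selenite was added, NADPH fluorescence (Ex 340/Em 450 nm) was followed for 8 min.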
* hit, by the source's call; ? = inconclusive; & = joins results of further samples; [ ] = another dose, or the depositor's remark. The call rests on the fitted dose curve; in most records, active means well fitted inhibition curve with a large enough effect; inconclusive means small, poorly fitted or top-dose-only effect; inactive means no such curve, though single readings can be large or run the other way. On the % scale 0 is the no-effect control and ±100 the full control effect; potency means the concentration at half of the fitted maximal effect.

SMILES,TrxR1 substrate,rTrxR1 inhibitor
Cc1ccc2nc(-c3ccc(N=Nc4cc(S(=O)(=O)O)c5ccccc5c4O)cc3)sc2c1S(=O)(=O)O,100.1%[activator],?
COc1cc(-c2noc(C)c2C#CCCN2C(=O)c3ccccc3C2=O)cc(OC)c1OC,3.5%,1.6%
COc1ccc(OC)c(/C=C/c2ccc3ccccc3[n+]2C)c1,-5.6%,-15.9%
CN1N/C(=C\c2ccccc2)N=C2C(=O)N(C)C(=O)N=C21,10µM*,14.1µM*
O=C(Nc1ccc(F)c(F)c1)c1cnn2c1NC(=C1CC1)C=C2C(F)F,-3.5%,11.6%
CC(=O)n1nnc2ccccc21,0.5%,16.2%
COc1cc(OC)c2c(-c3ccccc3)cc(=O)oc2c1C(CC(=O)N1CCCC1)c1ccc(N(C)C)cc1 (stereo unspecified),-17.1%,-34.6%
COc1ccc(CN(Cc2ccccc2)C(=O)COC(C)=O)cc1COc1ccc(NC(C)=O)cc1,-1.7%,5.7%
OC(CBr)C[n+]1cc(Br)cc2ccccc21 (stereo unspecified),-1.6%,8.1%
CN(C)c1ccc(/C=C2/CCCc3c2nc2ccccc2c3C(=O)O)cc1,-0.8%,?
COP1(=O)CC(O)C(O)C(COCc2ccccc2)O1 (stereo unspecified),-2.5%,9.2%
C=Cc1ccc(N=Cc2ccc(N(C)C)cc2)cc1,-15.5%,-5.0%
COC(=O)C1=C(C(=O)OC)[C@@H]2N(Cc3ccccc3)c3ccccc3[C@@]23C[C@@H](C(=O)OC)N(S(=O)(=O)c2ccc(C(F)(F)F)cc2)C3=N1,-10.9%,-11.6%
COc1ccccc1C(O)c1nccn1Cc1ccccc1 (stereo unspecified),-4.9%,3.7%
CC(C)c1ccc(Cn2cnc3c(cnn3C(C)(C)C)c2=O)cc1,-9.5%,-0.5%
O=S(=O)(c1ccc(Br)cc1)N1CCN(c2nc(-c3cccs3)nc3ccccc23)CC1,7.4%,14.8%
O=[N+]([O-])c1ccc(C=C2c3ccccc3-c3ccccc32)cc1,4.0%,4.7%
O=C(c1ccc2c(=O)n(-c3ccccc3)c(=O)[nH]c2c1)N1CCN(Cc2cccs2)CC1,1.0%,14.1%
C(=C\c1ccnc2ccccc12)/c1ccc(N2CCN(c3ccc(/C=C/c4ccnc5ccccc45)cc3)CC2)cc1,-1.5%[0.0914 µM],5.8%
CCCCCCC[n+]1ccc(/C=C/c2c[nH]c3ccccc23)c2ccccc21,0.7%,?

Six of the entries above in order of their number in rTrxR1 inhibitor, highest first:
SMILES,TrxR1 substrate,rTrxR1 inhibitor
O=C(c1ccc2c(=O)n(-c3ccccc3)c(=O)[nH]c2c1)N1CCN(Cc2cccs2)CC1,1.0%,14.1%
COc1ccccc1C(O)c1nccn1Cc1ccccc1 (stereo unspecified),-4.9%,3.7%
COc1cc(-c2noc(C)c2C#CCCN2C(=O)c3ccccc3C2=O)cc(OC)c1OC,3.5%,1.6%
CC(C)c1ccc(Cn2cnc3c(cnn3C(C)(C)C)c2=O)cc1,-9.5%,-0.5%
C=Cc1ccc(N=Cc2ccc(N(C)C)cc2)cc1,-15.5%,-5.0%
COc1cc(OC)c2c(-c3ccccc3)cc(=O)oc2c1C(CC(=O)N1CCCC1)c1ccc(N(C)C)cc1 (stereo unspecified),-17.1%,-34.6%

Carrying on:
SMILES,TrxR1 substrate,rTrxR1 inhibitor
CC(=O)c1ccc(-c2c(C3C4C=CCCC4(C)C(=O)N3Cc3ccccc3)ccc3ccccc23)cc1 (stereo unspecified),-1.7%,18.3%[57.1 µM]
O=C(Cc1ccc(OCCc2ccccc2)cc1)NO,10.5%[0.0914 µM],19.1%
Clc1ccc(/C=C/c2ccc3ccccc3n2)c(Cl)c1,2.6%[0.0914 µM],16.3%
CN1CCCc2ccccc21,6.7%,-9.1%
NS(=O)(=O)c1ccc(N=Nc2nc3[nH]cnc(=S)c3[nH]2)cc1,27.4%,?
COc1ccc(/C=C/C(=O)c2c(O)c(OC)c3occc3c2OC)cc1OC,-2.0%,-34.1%
N#Cc1ccc(NC(=O)COc2ccccc2C(=O)Nc2ccccc2)cc1,-9.0%,-19.7%
COC(=O)C1=C[C@@H](C(=O)OC)[C@@H]2C3=C(C(=O)[C@@]2(CC(C)C)NC(=O)c2ccccc2)[C@H](C)n2c(=O)n(-c4ccccc4)c(=O)n2[C@@H]3C1,-13.4%,-10.9%
CCN(CC)CCCC(C)Nc1cc(/C=C/c2ccccc2Cl)nc2cc(Cl)ccc12 (stereo unspecified),10.3%,11.4%
O=C(c1ccc2c(=O)n(Cc3ccco3)c(=S)[nH]c2c1)N1CCN(Cc2ccc3c(c2)OCO3)CC1,6.3%,-17.2%
C=C1NN(Cc2ccccc2)C(=O)N1c1ccc(OCc2ccccc2)cc1,-1.6%,-0.3%
C=C(c1nc2ccccc2s1)C1Cc2cccc3c2N(CCC3)C1 (stereo unspecified),-8.4%,26.6%
CCOC(=O)C(C)Sc1ccc2nnc(-c3ccc(OCC)cc3)n2n1 (stereo unspecified),-10.9%,-21.4%
COc1ccc(-c2nc3ccc(NC(=O)COC(C)=O)cc3c(=O)n2Cc2ccccc2)cc1COc1ccc(NC(C)=O)cc1,-1.2%,35.5µM*
COc1cc(OC)c2c(c1)C(=O)OC2c1cc(OC)c(OC)cc1C (stereo unspecified),3.5%,16.3%
C/C=C1\COC(C(=O)NCCN2CCOCC2)(C(F)(F)F)C=C1C=C(C)C (stereo unspecified),1.4%,10µM*
CCCCCCCCCC[n+]1cc(Br)cc(Br)c1,-3.4%,-7.6%
Clc1ccc(/C=C/c2ccc3ccccc3n2)cc1Cl,-4.0%,?
CC(Oc1ccccc1)C(=O)N[C@@H]1C(=O)N2C(C(=O)O)C(C)(C)S[C@H]12 (stereo partly specified),-4.6%,3.0%
C=C1C=C(C(F)(F)F)n2ncc(C(=O)NCc3ccc(F)cc3)c2N1,-3.4%,6.8%

Additional entries follow:
SMILES,TrxR1 substrate,rTrxR1 inhibitor
NC(=O)CSc1ccc2nnc(-c3ccncc3)n2n1,19.5%,12.4%
O=S(=O)(c1ccc(F)cc1F)N1CCN(c2nc(-c3cccs3)nc3ccccc23)CC1,16.7%,24.5%
S=C(NCCCc1cnc[nH]1)NCCCN(Cc1ccc(Cl)cc1)c1cc(-c2ccccc2)ccn1,-8.2%,-20.9%
CCn1c(SC(C)C(=O)NCc2ccco2)nnc1-c1ccccc1 (stereo unspecified),5.7%,-22.9%
CC(C)CC(CSc1ccc(Br)cc1)N1CCN(CCc2ccccc2)CCC1=O (stereo unspecified),-2.3%,-3.0%
CN1CCc2c(c3cnc4cc(Cl)ccc4c3n2C)C1,2.5%,20.8%
O=[N+]([O-])c1ccc(/C=C/c2cc(Cl)nc3ccccc23)cc1,0.8%,22.7%
OB(O)c1ccc(B(O)O)cc1,0.0%,5.1%
Cc1ccc2oc(-c3ccc(C)c(NC(=O)COc4ccccc4C)c3)nc2c1,5.4%,27.7%
O=C(Nc1nnc(C2CCCCC2)s1)C1CCN(C(=O)c2ccco2)CC1,-3.0%,-13.6%
CC1CCCCN1C(=O)c1cnn2c1NC(=C1CC1)C=C2C(F)F (stereo unspecified),-2.1%,-10.8%
C1=Cc2ccccc2/C1=C\c1cc[cH-]c1.[Fe+2].c1cc[cH-]c1,1.5%,3.16µM*
COC(=O)C1=C[C@@H](C(=O)OC)[C@@H]2C3=C(C(=O)[C@]2(C)NC(=O)c2ccccc2)[C@H](C)[C@@H]2C(=O)NC(=O)[C@@H]2[C@@H]3C1,-0.8%,10.0%
COC(=O)N1CCN(/[N+]([O-])=N/Oc2ccc([N+](=O)[O-])cc2[N+](=O)[O-])CC1,-7.9%,?
Cc1cnc2c(C)cccc2c1C,6.8%,8.0%
O=C(Nc1ccc(Cl)cc1Cl)[C@@H]1CC=C[C@@H]2CCN(Cc3ccccc3)C(=O)[C@@H]21,3.7%,15.4%
COc1cc2nc(N3CCCCC3)nc(NC3CCN(C)CC3)c2cc1OC,96.5%[activator],?
COc1[nH]c(/N=C/c2ccco2)c(C#N)c1C#N,2.9%,?
CCCCN1CCC2C=CCC(C(=O)O)C2C1=O (stereo unspecified),0.7%,9.2%
O=C(COc1ccccc1C(=O)Nc1ccccc1)NCCCCc1ccccc1,-6.7%,5.6%

Profiles, quoted from the list. Screens in order: TrxR1 substrate, rTrxR1 inhibitor
`CCn1c(SC(C)C(=O)NCc2ccco2)nnc1-c1ccccc1` (stereo unspecified) is entered as 5.7%, -22.9%
`Cc1cnc2c(C)cccc2c1C` is entered as 6.8%, 8.0%
`O=S(=O)(c1ccc(F)cc1F)N1CCN(c2nc(-c3cccs3)nc3ccccc23)CC1` is entered as 16.7%, 24.5%
`S=C(NCCCc1cnc[nH]1)NCCCN(Cc1ccc(Cl)cc1)c1cc(-c2ccccc2)ccn1` is entered as -8.2%, -20.9%
`COC(=O)C1=C[C@@H](C(=O)OC)[C@@H]2C3=C(C(=O)[C@]2(C)NC(=O)c2ccccc2)[C@H](C)[C@@H]2C(=O)NC(=O)[C@@H]2[C@@H]3C1` is entered as -0.8%, 10.0%

More entries follow.
SMILES,TrxR1 substrate,rTrxR1 inhibitor
COc1ccc(C2CC(=O)Oc3c(C(CCN4CCOCC4)c4ccc5c(c4)OCO5)c(OC)cc(OC)c32)cc1 (stereo unspecified),-14.6%,2.6%
NS(=O)(=O)c1ccc(S(=O)(=O)N2CCN(c3nc(-c4ccccc4)nc4ccccc34)CC2)cc1,-3.4%,7.3%
CC(C)(C)C1CCC(NC(=O)c2cnn3c2NC(=C2CC2)C=C3C(F)F)CC1 (stereo unspecified),3.3%,26.5%
CC(=O)Nc1ccc(SC[C@H](Cc2ccccc2)N2CC[C@@H](N)CCC2=O)cc1,-7.6%,-18.1%
O=C(NCCc1nc2ccccc2n1CCCOc1ccccc1)C1CCCCC1,-4.8%,11.7%[0.0914 µM]
O=C(Nc1cccc(Nc2ccccc2)c1)c1cnn2c1NC(=C1CC1)C=C2C(F)F,-3.5%,12.4%
c1ccc2c(c1)sc[n+]2CCC1CCCCC1,0.2%,-21.0%
CNc1c(Br)cc(/C=C2\C=C(C(O)c3cc(Br)c(NC)c(Br)c3)c3ccccc32)cc1Br (stereo unspecified),-0.2%,38.3%[0.0914 µM]
O=C(C[n+]1ccccc1)c1ccc(O)c(O)c1,-9.4%,-11.0%
N#Cc1nc(N2CCCCC2)nc(N(c2ccccc2)c2ccccc2)n1,-6.4%,12.4%
Nc1ccc(/C=C/c2ccnc3ccccc23)cc1,9.8%[0.0914 µM],23.2%
COc1ccc(C2CC(c3ccccc3)Oc3ccc(C(C)(C)C)cc32)cc1 (stereo unspecified),1.0%&1.8%,18.0%&13.3%
O=C(COc1ccccc1C(=O)Nc1ccccc1)Nc1cccc(F)c1,-2.8%,21.1%
O=S(=O)(c1ccc(F)cc1)N1CCN(c2nc(-c3ccccc3)nc3ccccc23)CC1,7.8%,22.0%
CCOc1ccccc1NC(=O)c1nc(SCc2ccccc2F)ncc1Cl,1.9%,7.8%
O=C(O)C1CCCC1,13.1%,13.0%
N#Cc1nc(-c2ccc(OCc3ccc(Cl)cc3)cc2)oc1N1CCCCCC1,15.6%,16.9%
Cc1cc(=O)[nH]c2nc(N)ccc12,26.0%,8.8%
CC(C)(C)n1ncc2c(=O)n(Cc3ccc(Cl)cc3F)cnc21,10.9%,24.3%
O=[N+]([O-])c1cccc(S(=O)(=O)N2CCN(c3nc(-c4cccs4)nc4ccccc34)CC2)c1,4.8%,15.7%

(listing goes on)
SMILES,TrxR1 substrate,rTrxR1 inhibitor
O=c1[nH]cnc2n[nH]nc12,-0.1%,11.2%
CC(C)(C)c1ccc(C(=O)C[n+]2cc(Br)cc(Br)c2)cc1,4.7%,-8.2%
O=C(COC(=O)c1ccccc1OCc1cccc(Br)c1)Nc1ccc(Br)cc1,-2.1%,5.0%
NC(Cc1ccccc1)C(O)c1ccco1 (stereo unspecified),2.6%,-4.6%
COc1ccc(C(NC(=O)COc2ccc(C#N)cc2)c2ccc(OC)cc2)cc1,6.1%[0.0914 µM],9.3%
CN(Cc1ccccc1)c1ccc(C=O)cc1,-6.0%,-6.7%
O=C(O)c1cc(=O)c2c3nc4ccccc4oc-3cc(=O)c2[nH]1,-14.1%,?
O=C(C[n+]1cccc(Br)c1)c1ccc(I)cc1,-1.0%,-11.5%
Nc1ncnc2c1ncn2COC(CO)CO,3.3%,22.1%

Compound activity: PubChem, National Center for Advancing Translational Sciences (NCATS)

This is a subset; the hit share may differ from the screen's.
